Screens as filed in PubChem.
ERp5 inh: inhibitors of human ERp5 | Q15084 | ERp5 insulin aggregation, absorbance 650 nm, 90 min | inhibition, % at 9.99 µM | hit rate 0.05% among 350,000 | AID 651711;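 active means mean replicate inhibition above about 25%, with every replicate also reaching it, limit read from the data, passing the limit was not always enough; inconclusive means only one of those two criteria met; inactive means neither criterion met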
DENV2 CPE: inhibitors of DENV2 cytopathic effect; CPE inhibition, % at 9.99 µM; hit rate 1.7% among 350,000; AID 651640; DENV2-infected cells, cytopathic effect rescue, plate reader; in the data active means CPE inhibition above about 20%, passing the limit was not always enough; inconclusive means no clear call, values can overlap the other calls; tested in BHK-21 cells;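 further: 0% = median of neutral control wells and 100% = median of positive control wells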
S100A4 inh HTS: blocks human S100A4 binding to myosin IIA peptide | hit rate 0.14% among 360,000 | S100A4/TAMRA-MyoIIA peptide fluorescence polarization | P26447 | inhibition, % at 10.7 µM;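 active means mean inhibition of at least 70% across replicates, with every replicate also reaching that level; inconclusive means mean inhibition reaches 70% but some replicates fall short; inactive means mean inhibition below 70%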
Target sequence (P26447 whole entry, looked up): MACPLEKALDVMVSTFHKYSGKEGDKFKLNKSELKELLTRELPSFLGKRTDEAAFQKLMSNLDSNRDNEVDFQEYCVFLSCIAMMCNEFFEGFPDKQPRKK
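Test system: S100A4 monomer protein. Medium: HEPES buffer with Ca2+, pH 7.2. Reagent: fluorescent myosin IIA peptide, 5 nM. Compound dosing: single-point compound testing. Timing: 5 min between mix addition and reading. Benchmarks: DMSO neutral and TFP positive wells.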
PglD DTNB: inhibitors of Campylobacter jejuni PglD acetyltransferase | AID 602405 | inhibition, % at 12.5 µM | purified PglD enzyme, DTNB colorimetric CoA detection | hit rate 0.098% among 360,000; in the data active means inhibition above about 16%, passing the limit was not always enough; inconclusive means no clear call, values can overlap the other calls; further: strong numbers were not always called active
C2C12 statin: suppressors of simvastatin-induced myotoxicity in C2C12 myotubes | hit rate 0.78% among 330,000 | rescue of ATP level, % at 7.49 µM | AID 602340 | ATP luminescence, 48 h; scaled: DMSO 0, geranylgeraniol control 100;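 active means mean ATP rescue above about 67%, or every replicate alone reaching that limit, limit read from the data, passing the limit was not always enough; inconclusive means no clear call, values can overlap the other calls; inactive means mean under the limit and some replicate under it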;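 further: myotubes were challenged with 10 µM simvastatin during compound exposure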
SIRT5 inh: inhibitors of human sirtuin-5 desuccinylase; Q9NXA8; hit rate 1.1% among 330,000; inhibition, % at 15 µM; AID 652115; Purified SirT5, succinyl-peptide AMC, trypsin-coupled fluorescence; in the data active means inhibition above about 15%; inconclusive means no clear call, values can overlap the other calls
Target sequence (Q9NXA8 whole entry, looked up): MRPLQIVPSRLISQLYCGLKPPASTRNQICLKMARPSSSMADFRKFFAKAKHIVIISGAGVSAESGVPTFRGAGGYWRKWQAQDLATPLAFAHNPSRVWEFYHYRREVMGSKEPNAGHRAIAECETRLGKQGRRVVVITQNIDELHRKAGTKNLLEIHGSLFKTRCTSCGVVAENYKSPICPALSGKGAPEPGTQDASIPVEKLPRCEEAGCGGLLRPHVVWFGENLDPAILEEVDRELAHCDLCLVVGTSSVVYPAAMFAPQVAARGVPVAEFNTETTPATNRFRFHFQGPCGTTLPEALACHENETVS
E-selectin induc: E-selectin induction on HUVECs; AID 686992; activation, % at 7.58 µM; P16581; hit rate 0.37% among 260,000; HUVEC E-selectin immunofluorescence imaging; normalized: neutral wells 0, TNF-alpha wells 100;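 active means mean E-selectin-positive cell signal at least 10% of the positive control, reached in at least 60% of replicates, without over 20% cell loss; inconclusive means no rule given, readout overlaps actives, possibly toxicity-flagged; inactive means the rest, including those meeting only one limit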;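 further: in these data hits start at about 27%; measured in HUVEC primary endothelial cells; signal is the percent of cells scored E-selectin positive by PE staining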
Target sequence (P16581 whole entry, looked up): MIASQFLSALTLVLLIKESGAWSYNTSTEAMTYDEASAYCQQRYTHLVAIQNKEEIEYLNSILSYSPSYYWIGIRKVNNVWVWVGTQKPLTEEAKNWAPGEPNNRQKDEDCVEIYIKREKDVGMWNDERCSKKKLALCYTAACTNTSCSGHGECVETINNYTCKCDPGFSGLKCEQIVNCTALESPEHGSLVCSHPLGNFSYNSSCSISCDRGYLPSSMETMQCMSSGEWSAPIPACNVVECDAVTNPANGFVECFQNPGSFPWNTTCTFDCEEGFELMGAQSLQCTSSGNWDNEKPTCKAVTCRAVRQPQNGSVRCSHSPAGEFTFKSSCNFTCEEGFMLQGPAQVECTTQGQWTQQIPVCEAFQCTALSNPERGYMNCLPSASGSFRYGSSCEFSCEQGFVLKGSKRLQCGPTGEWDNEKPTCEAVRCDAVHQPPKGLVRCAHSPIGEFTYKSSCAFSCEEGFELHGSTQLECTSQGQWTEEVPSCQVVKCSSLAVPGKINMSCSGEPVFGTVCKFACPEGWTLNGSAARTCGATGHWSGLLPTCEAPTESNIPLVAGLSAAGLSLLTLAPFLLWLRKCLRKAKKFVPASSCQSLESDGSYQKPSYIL
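System: HUVEC, human umbilical vein endothelial cells; quantity: 3,000 cells/well; buffer or medium: EGM-2 medium, gelatin-coated wells; dosing: single-point compound dose; detection: immunofluorescence imaging; evaluation: % PE-positive cells; benchmarks: TNF-alpha, DMSO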
* marks the source's active call; other numbers are inactive results; ? = inconclusive; . = no result given; & = joins results of further samples. The list is partial, so the mix of outcomes need not match the whole.

Labels used below: A = ERp5 inh; B = DENV2 CPE; C = S100A4 inh HTS; D = PglD DTNB; E = C2C12 statin; F = SIRT5 inh; G = E-selectin induc
O=C(c1ccc(Br)o1)N(Cc1ccccc1)Cc1ccccc1
  A = 0; B = .; C = 0; D = -1; E = 8; F = 13; G = 0.0
CC(C)(C)n1c(O)c2ccc(C(=O)N=NC(=O)c3ccccc3)cc2c1O
  A = 5; B = 3; C = -3; D = -8; E = -30; F = -2; G = -0.3
COc1cccc(S(=O)(=O)N2CCCCN3[C@H](CO)[C@@H](c4ccc(-c5cccnc5)cc4)[C@H]3C2)c1
  A = 3; B = -6; C = -3; D = -12; E = 22; F = -4; G = -0.1
CC(C)(C)c1cc(C(=O)N/N=C/c2ccncc2)n[nH]1
  A = -2; B = -5; C = 0; D = 1; E = -1; F = 0; G = -3.4
S=c1[nH]nc(CCSCc2ccccc2)n1-c1ccccc1
  A = 3; B = -4; C = -1; D = .; E = 5; F = -2; G = 1.9
CN(CC(=O)Nc1ccc(F)cc1)C(=O)c1ccc2ccccc2n1
  A = 5; B = -7; C = -6; D = 1; E = 8; F = 0; G = 0.5
O=C(C[C@H]1CC[C@H]2[C@@H](COC[C@@H](O)CN2CC2CCOCC2)O1)N1CCOCC1
  A = -5; B = 8; C = 1; D = -1; E = -12; F = 1; G = 0.0
CCN(CC)CCN(Cc1cc2cc3c(cc2[nH]c1=O)OCO3)C(=S)NCC1CCCO1 (stereo not drawn)
  A = 2; B = -3; C = 9; D = .; E = -7; F = -8; G = .
CCOc1ccc(/C=C2\SC(=S)N(C(C(=O)O)c3ccccc3)C2=O)cc1OC (stereo not drawn)
  A = 0; B = 2; C = -1; D = -3; E = -5; F = 9; G = -1.2
CC1(C)CC(NC(=O)C2CCCCC2)CC(C)(C)N1
  A = 0; B = 2; C = -1; D = 3; E = 10; F = -4; G = 0.1
O=C(c1cc(-c2ccc(Cl)cc2)on1)N1CCN(c2ccccc2)CC1
  A = 1; B = 10; C = -2; D = 3; E = 1; F = 2; G = .
CCNC(=O)C[C@@H]1CC[C@@H]2[C@@H](COc3ccc(NS(C)(=O)=O)cc3C(=O)N2C)O1
  A = -4; B = ?; C = 0; D = 0; E = 4; F = -2; G = -0.1
O=C(CSc1ccc(F)cc1)Nc1ccc(Br)cc1
  A = 2; B = -6; C = 0; D = .; E = .; F = -1; G = .
CSc1nc(C)c(C(=O)Nc2ccccc2)c(-c2ccco2)c1C#N
  A = 0; B = .; C = 5; D = .; E = .; F = .; G = 3.3
COc1ccc(Cl)cc1/C=C/c1ccc2cccc(O)c2n1
  A = 4; B = -1; C = -9; D = .; E = .; F = -1; G = .
COc1ccc(-n2nc(C(=O)NCC(=O)NCCCN3CCCCCC3)c3ccccc3c2=O)cc1Cl
  A = -2; B = 5; C = -3; D = .; E = .; F = -5; G = 1.7
Cn1cnc(S(=O)(=O)Nc2ccccc2N2CCOCC2)c1
  A = 1; B = -1; C = 11; D = -2; E = .; F = 15*; G = .
COc1ccc(/C=C/C(=O)O)cc1S(=O)(=O)Nc1ccc2c(c1)OCO2
  A = 2; B = -1; C = -3; D = -5; E = -9; F = -2; G = 1.7
O=C(COC(=O)c1ccc2c(c1)S(=O)(=O)c1ccccc1C2=O)NC1CC1
  A = 1; B = 1; C = -1; D = 1; E = 3; F = -2; G = 2.0
CCCNC(=O)N1CC2(CCN(S(=O)(=O)c3cccc(OC)c3)CC2)c2c(n(C)c3cc(OC)ccc23)[C@@H]1CO
  A = -1; B = -11; C = 7; D = .; E = .; F = 4; G = -0.4
C[C@H](CO)N1C[C@H](C)[C@H](CN(C)C(=O)Nc2ccc(F)cc2)Oc2ncc(-c3ccc(C#N)cc3)cc2C1=O
  A = -3; B = -3; C = 4; D = -2; E = -8; F = 1; G = 0.4
COc1cccc(S(=O)(=O)N[C@H]2CC[C@@H](CC(=O)NCc3ccc(F)cc3)O[C@@H]2CO)c1
  A = 1; B = 2; C = -2; D = 0; E = 5; F = 2; G = 0.4
CCCCC(=O)Oc1c(S(=O)(=O)c2ccc(C)cc2)c(C)nn1C(C)(C)C
  A = 2; B = 3; C = -5; D = 5; E = -12; F = -3; G = -0.2
C=CCn1c(=O)n2ncnc2c2c3c(sc21)CCCC3
  A = 2; B = 3; C = 3; D = .; E = .; F = 2; G = .
CCCCn1c(N)c(N(CC(C)C)C(=O)CSc2ccc([N+](=O)[O-])cc2)c(=O)[nH]c1=O
  A = 2; B = 9; C = -2; D = 2; E = -8; F = -3; G = .

More results follow.
Labels used below: A = ERp5 inh; B = DENV2 CPE; C = S100A4 inh HTS; D = PglD DTNB; E = C2C12 statin; F = SIRT5 inh; G = E-selectin induc
COc1ccc(CN(C)C[C@H]2Oc3ccc(NS(=O)(=O)c4ccc(F)cc4)cc3CC(=O)N([C@H](C)CO)C[C@H]2C)cc1
  A = -2; B = -9; C = -7; D = -1; E = 69*; F = -7; G = 0.1
Cc1cccc(C(=O)OCC(=O)NN2C(=O)NC3(CCCCC3)C2=O)c1
  A = -3; B = -6; C = -16; D = 0; E = -6; F = 2; G = -0.4
COc1ccc2c3c(n(C)c2c1)[C@@H](CO)N(Cc1ccncc1)CC31CN(C(=O)C2CCCCC2)C1
  A = 0; B = 3; C = 13; D = .; E = .; F = 7; G = -0.2
Cc1ccc(-n2nc3c(=O)n(CCCC(=O)NCCN4CCN(C)CC4)nc(C)c3c2C)cc1
  A = 2; B = 1; C = 1; D = 2; E = -5; F = -1; G = 1.2
O=C(NCc1cccc(C(F)(F)F)c1)c1cc(-c2ccccc2)nn1CC1CC(c2cccnc2)=NO1 (stereo not drawn)
  A = -5; B = -4; C = -3; D = -1; E = 2; F = -3; G = 0.0
COc1ccc(-c2c(C(=O)c3ccccc3)[nH]c(N)c2C(=O)c2ccccc2)cc1OC
  A = -4; B = -4; C = -4; D = .; E = .; F = -1; G = -1.4
CCC(=O)Nc1ccc2c(c1)C(=O)N(C)C[C@@H](OC)[C@@H](C)CN[C@@H](C)CO2
  A = 0; B = 2; C = 2; D = -6; E = 1; F = -12; G = 0.6
C[C@H](O)C#Cc1ccc2c(c1)O[C@@H](CN(C)C(=O)Cc1ccccn1)[C@H](C)CN([C@H](C)CO)S2(=O)=O
  A = -2; B = -5; C = -11; D = -2; E = -3; F = -2; G = 0.5
Oc1c(C(c2ccccn2)N2CCCCC2)cc(Cl)c2cccnc12 (stereo not drawn)
  A = -3; B = 0; C = 9; D = -2; E = .; F = -6; G = -0.1
COc1ccccc1NC(=S)NC(C)C(c1cccs1)N1CCOCC1 (stereo not drawn)
  A = 2; B = 7; C = 4; D = 2; E = 2; F = -2; G = 0.1
O=C(NCc1ccc2[nH]c3c(c2c1)CCCC3)c1ccc(S(=O)(=O)N2CCCCC2)cc1
  A = 0; B = -4; C = -9; D = -2; E = 6; F = 1; G = .
CCC(C)NS(=O)(=O)c1ccc(NC(=O)c2c(-c3ccccc3)noc2C)cc1 (stereo not drawn)
  A = 0; B = -4; C = 7; D = 1; E = -2; F = .; G = .
O=C(N1CCOCC1)N1CCN(S(=O)(=O)c2cccc([N+](=O)[O-])c2)CC1
  A = 2; B = -3; C = -15; D = 3; E = -1; F = -1; G = .
O=C(c1ccc(Br)cc1)N(Cc1ccco1)C1CCS(=O)(=O)C1 (stereo not drawn)
  A = 0; B = -1; C = -3; D = -1; E = -8; F = -12; G = .
CCOc1ccc(C(=O)N2CCn3c2nc2ccccc23)cc1
  A = 3; B = 10; C = 5; D = -4; E = -9; F = 7; G = 0.4
C[C@H]1CN([C@@H](C)CO)C(=O)Cc2cc(NC(=O)Nc3ccc(F)cc3)ccc2O[C@@H]1CN(C)S(C)(=O)=O
  A = -7; B = 1; C = -17; D = -4; E = 0; F = 18*; G = -0.1
CC(C)C(=O)Nc1ccc2c(c1)C(=O)N(C)[C@H]1CC[C@H](CC(=O)NCc3cccc(F)c3)O[C@@H]1CO2
  A = .; B = 1; C = .; D = -2; E = 14; F = .; G = -0.1
C[C@H](CO)N1C[C@H](C)[C@@H](CN(C)C(=O)C2CCCCC2)Oc2cc(C#Cc3ccncc3)ccc2S1(=O)=O
  A = -4; B = ?; C = -7; D = -3; E = 7; F = 2; G = 1.0
O=C1/C(=C\c2cc([N+](=O)[O-])ccc2O)SC(=S)N1Cc1ccc(Cl)cc1
  A = 2; B = ?; C = -52; D = 0; E = -20; F = 16*; G = -0.2
CCC(=O)N1C[C@H](C)[C@H](OC)CN(C)C(=O)c2ccc(NC(=O)C3CCCCC3)cc2OC[C@H]1C
  A = 7; B = -3; C = 2; D = -4; E = -15; F = -9; G = 0.2
CC(C)NC(=O)N(C)C[C@H]1Oc2c(NS(C)(=O)=O)cccc2C(=O)N([C@H](C)CO)C[C@@H]1C
  A = 1&3; B = -1&8; C = -6&-1; D = 1&5; E = 7&-18; F = 2&4; G = 0.0
Cc1cccc(NC(=O)C2CC(O)CN2C(=O)Oc2ccccc2)c1 (stereo not drawn)
  A = -2; B = 8; C = -1; D = -4; E = 13; F = 0; G = 0.2
C[C@H]1CN([C@@H](C)CO)C(=O)c2cc(-c3cccc(C#N)c3)cnc2O[C@H]1CN(C)C(=O)C1CCOCC1
  A = -8; B = 2; C = -15; D = 2; E = -4; F = -2; G = -0.1
CC(=O)OCc1c(C)cc(C)c(/C=C(/C#N)C(N)=O)c1C
  A = 1; B = -1; C = -1; D = .; E = 5; F = 1; G = -0.1
CC(C)NC(=O)N1CCCCN2[C@H](CO)[C@H](c3ccc(Br)cc3)[C@@H]2C1
  A = -2; B = -13; C = -3; D = -1; E = 4; F = -2; G = 0.5

Profiles, looked up by structure:
Shown for O=C(NCc1cccc(C(F)(F)F)c1)c1cc(-c2ccccc2)nn1CC1CC(c2cccnc2)=NO1 (stereo not drawn) = ERp5 inh: -5; DENV2 CPE: -4; S100A4 inh HTS: -3; PglD DTNB: -1; C2C12 statin: 2; SIRT5 inh: -3; E-selectin induc: 0.0
Shown for O=C(C[C@H]1CC[C@H]2[C@@H](COC[C@@H](O)CN2CC2CCOCC2)O1)N1CCOCC1 = ERp5 inh: -5; DENV2 CPE: 8; S100A4 inh HTS: 1; PglD DTNB: -1; C2C12 statin: -12; SIRT5 inh: 1; E-selectin induc: 0.0

The list goes on:
Labels used below: A = ERp5 inh; B = DENV2 CPE; C = S100A4 inh HTS; D = PglD DTNB; E = C2C12 statin; F = SIRT5 inh; G = E-selectin induc
COCCNC(=O)C[C@H]1C[C@@H]2c3cc(NC(=O)NC4CCCC4)ccc3O[C@@H]2[C@H](CO)O1
  A = .; B = -1; C = 10; D = 0; E = 3; F = -8; G = -0.1
COc1ccc(OC)c(S(=O)(=O)NCc2cn3c(C)csc3n2)c1
  A = 4; B = -3; C = 1; D = -3; E = -5; F = -1; G = -0.1
C[C@@H]1CN([C@H](C)CO)C(=O)c2cc(NC(=O)c3ccncc3)ccc2O[C@@H](C)CCCCO[C@@H]1CN(C)S(=O)(=O)c1cccs1
  A = 2; B = -5; C = -10; D = -9; E = .; F = 0; G = .
C[C@@H]1CN([C@@H](C)CO)C(=O)c2cccc(N(C)C)c2O[C@H]1CN(C)C(=O)Nc1cccc2ccccc12
  A = 3; B = 2; C = 0; D = 2; E = 1; F = 7; G = -1.7
CCN(CC)CCN(Cc1cc2cc(C)ccc2[nH]c1=O)C(=S)Nc1ccccc1
  A = 5; B = 3; C = -1; D = 4; E = 1; F = -4; G = .
CC(C)c1ccc(CN2CCC(n3nccc3NC(=O)C3CCCC3)CC2)cc1
  A = 0; B = 18; C = -9; D = .; E = .; F = -5; G = -0.1
COc1ccc(Cl)cc1-c1cc(C(=O)Nc2ccccc2)[nH]n1
  A = -2; B = -4; C = -5; D = 1; E = -21; F = .; G = 0.4
COc1ccccc1-c1cnc2c(c1)C(=O)N([C@@H](C)CO)C[C@H](C)[C@H](CN(C)C(=O)CN(C)C)O2
  A = 2; B = ?; C = 3; D = 8; E = .; F = -5; G = 4.3
